Bioassay records from PubChem BioAssay.
Pf gametocyte – inhibitors of late stage P. falciparum gametocyte viability; P. falciparum stage V gametocytes, ATP luminescence, 24 h; inhibition, % at 10.9 µM; hit rate 0.065% among 150,000;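 active = inhibition above the mean plus 3 SD of compounds within the control limits, set per campaign, cut at about 38% in these data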;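 note: 0% = DMSO wells and 100% = medium only without gametocytes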
Mcl1-Noxa inh – Mcl-1/Noxa interaction inhibition; Q07820; TR-FRET Mcl-1/Noxa peptide binding, 2 h; inhibition, % at 21.7 µM; hit rate 1.5% among 220,000; AID 1022;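 active = compounds that cut the protein-peptide binding signal by more than 50% relative to plate controls in a single-dose test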;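 note: His-tagged Mcl-1 with rhodamine Noxa BH3 peptide and terbium anti-His antibody; 0% = Mcl-1 plus Noxa peptide wells and 100% = peptide-only wells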
Target sequence (Q07820 whole entry, looked up): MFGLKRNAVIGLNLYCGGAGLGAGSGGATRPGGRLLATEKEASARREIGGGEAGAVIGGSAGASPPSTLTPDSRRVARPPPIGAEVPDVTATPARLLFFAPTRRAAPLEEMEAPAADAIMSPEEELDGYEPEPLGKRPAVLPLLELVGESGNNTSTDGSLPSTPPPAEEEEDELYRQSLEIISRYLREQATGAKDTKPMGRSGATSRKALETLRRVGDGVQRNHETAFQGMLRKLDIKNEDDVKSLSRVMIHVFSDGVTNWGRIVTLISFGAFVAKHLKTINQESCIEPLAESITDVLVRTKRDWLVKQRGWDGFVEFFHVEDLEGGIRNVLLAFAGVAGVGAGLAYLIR
Mcl1 Bid PPI – Mcl-1/Bid interaction inhibition | Q07820 | TR-FRET Mcl-1/Bid-Dy647 peptide binding, 1536-well | inhibition, % at 21.7 µM | hit rate 0.97% among 220,000;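 active = compounds that cut the binding signal by more than half at the single screening dose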;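 note: His-tagged Mcl-1 with europium anti-His antibody binding Bid BH3 peptide; 0% = Mcl-1 plus peptide wells and 100% = peptide-only wells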
Bim-Mcl-1 – human Bim-Mcl-1 interaction inhibition | Q07820 | hit rate 0.1% among 190,000 | Bead-based flow cytometry, Bim peptide-Mcl-1 binding | inhibition, % at 10 µM; in the data active = inhibition above about 40%;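 note: 0% = no compound tracer wells and 100% = peptide blocker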
Cdc42 wt – human Cdc42 wildtype GTP binding change, either direction. P60953. GST-Cdc42 beads, Bodipy-GTP binding, flow cytometry; actives lie on both sides. hit rate 0.2% among 190,000. percent activity (GTP binding), % at 10 µM;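 active = percent activity GTP binding at least 20 points away from the 100% baseline, either down as inhibitor or up as activator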;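 note: median bead fluorescence of bound Bodipy-FL-GTP at 100 nM; 0% = excess unlabeled GTP control and 100% = no compound control; below 100% means less GTP binding so inhibitor and above means activator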
RGS8-Gao reg – human RGS8-Galphao interaction regulation; P09471; multiplexed bead flow cytometry, RGS8-Galphao binding; actives lie on both sides; response (percent of control binding), % at 10 µM; hit rate 0.34% among 220,000; AID 1423; in the data active = response below about 60% or above about 140%; inactive = in between;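 note: Galphao activated as the GDP aluminium fluoride complex binding bead-coupled RGS8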
Target sequence (P09471 whole entry, looked up): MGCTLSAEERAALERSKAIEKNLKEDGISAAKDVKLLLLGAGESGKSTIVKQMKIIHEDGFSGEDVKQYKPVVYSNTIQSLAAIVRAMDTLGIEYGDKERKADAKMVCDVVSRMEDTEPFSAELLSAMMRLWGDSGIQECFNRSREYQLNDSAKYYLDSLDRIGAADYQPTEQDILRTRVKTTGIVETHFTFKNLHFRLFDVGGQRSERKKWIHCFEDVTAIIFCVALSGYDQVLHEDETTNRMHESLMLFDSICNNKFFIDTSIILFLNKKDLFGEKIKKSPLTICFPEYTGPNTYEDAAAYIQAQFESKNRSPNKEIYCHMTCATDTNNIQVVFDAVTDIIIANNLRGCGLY
HRas wt GTP bind – changes GTP binding to wildtype human HRas; P01112; GST-Ras wt beads, Bodipy-FL-GTP binding, flow cytometry; actives lie on both sides; GTP binding activity, % at 10 µM; hit rate 0.14% among 190,000; AID 759;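 active = GTP binding activity at least 20% away from the 100% baseline, either lowered as inhibitor or raised as activator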;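 note: 0% = unlabeled GTP competition control and 100% = no-compound control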
Target sequence (P01112 whole entry, looked up): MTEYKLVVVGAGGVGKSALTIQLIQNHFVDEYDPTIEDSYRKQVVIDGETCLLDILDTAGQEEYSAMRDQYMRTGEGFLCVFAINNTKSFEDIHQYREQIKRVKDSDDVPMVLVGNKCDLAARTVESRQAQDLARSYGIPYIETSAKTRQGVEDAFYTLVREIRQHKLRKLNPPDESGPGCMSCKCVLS
Rac1 mut GTP – human Rac1 activated mutant GTP binding change; P63000; GST-Rac1 activated beads, fluorescent GTP binding, flow cytometry; actives lie on both sides; 100% means binding = to untreated wells; percent activity (GTP binding), % at 10 µM; hit rate 0.11% among 190,000; AID 764;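 active = GTP binding at least 20 percentage points away from the 100% baseline, in either direction, so actives lie on both sides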
Rab7 wt modul – modulators of GTP binding to dog Rab7 wildtype GTPase; GST-Rab7 beads, fluorescent GTP binding, flow cytometry; actives lie on both sides; untreated = 100%, excess cold GTP = 0%; GTP binding activity (percent of control), % at 10 µM; hit rate 0.055% among 190,000;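 active = fluorescent GTP binding to Rab7 beads changed by at least 20 points from the 100% baseline, either direction, mostly lower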;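 note: median green fluorescence of bound Bodipy-FL-GTP per Rab7 bead population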
Rac1 wt GTP bind – alters GTP binding to wildtype human Rac1. P63000. GST-Rac1 beads, fluorescent GTP binding, flow cytometry; actives lie on both sides; 0 = cold GTP competed, 100 = untreated. GTP binding activity (% of control), % at 10 µM. hit rate 0.27% among 190,000;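 active = GTP binding activity at least 20 points away from the 100% control level, either lower or higher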
Rab2A wt mod – changes GTP binding to wildtype dog Rab2A, up or down; hit rate 0.19% among 190,000; GST-Rab2 wt beads, Bodipy-GTP binding, flow cytometry; P61105; GTP binding activity, % at 10 µM;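 active = GTP binding activity at least 20 points away from 100%, either lowered or raised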;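 note: 0% = beads with excess unlabeled GTP and 100% = no-compound control corrected for plate trend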
An asterisk follows results filed as active; x = no result given.

SMILES | Pf gametocyte | Mcl1-Noxa inh | Mcl1 Bid PPI | Bim-Mcl-1 | Cdc42 wt | RGS8-Gao reg | HRas wt GTP bind | Rac1 mut GTP | Rab7 wt modul | Rac1 wt GTP bind | Rab2A wt mod
Nc1ccc2nc(C(F)(F)F)[nH]c2c1 | 5.8 | 34.9 | -21.0 | -3.0 | 98.0 | 101.0 | 100.0 | 98.0 | 107.0 | 106.0 | 99.0
O=[N+]([O-])c1ccc(/C=N/n2cnc3ccccc32)s1 | -12.2 | 10.2 | -8.1 | 0.0 | 99.0 | 103.3 | 96.0 | 100.0 | 98.0 | 97.0 | 98.0
CCN(CC)C(=O)Cn1nc(-c2ccccc2O)nc1SCC(=O)Nc1ccc(OC)cc1 | -9.7 | 3.3 | -34.8 | 0.0 | 109.0 | 100.2 | 106.0 | 105.0 | 105.0 | 113.0 | 104.0
CCC(=O)Nc1cccc(C(=O)OCc2cccc([N+](=O)[O-])c2)c1 | -8.3 | 5.5 | -7.5 | 14.0 | 116.0 | 101.2 | 102.0 | 95.0 | 98.0 | 97.0 | 109.0
O=C(CSc1cccc2cccnc12)N/N=C/c1cccnc1 | 21.7 | 2.7 | -31.8 | 0.0 | 96.0 | 98.7 | 94.0 | 90.0 | 100.0 | 94.0 | 97.0
CN(C)CCCN(C(=O)c1cc2ccccc2oc1=O)c1nc2ccc(F)cc2s1 | 0.8 | 4.0 | -3.6 | -9.0 | 104.0 | 102.9 | 99.0 | 99.0 | 100.0 | 102.0 | 100.0
COc1ccc(S(=O)(=O)NCc2ccccn2)cc1 | x | -2.2 | -1.4 | -1.0 | 105.0 | 96.9 | 103.0 | 101.0 | 105.0 | 105.0 | 104.0
NC(=O)CSc1nnc(-c2ccc(S(=O)(=O)N3CCCC3)cc2)n1CC1CCCO1 (stereo not given) | 9.9 | -8.1 | -26.3 | 0.0 | 99.0 | 100.1 | 98.0 | 98.0 | 99.0 | 99.0 | 96.0
O=C(Nc1ccc(Cl)c([N+](=O)[O-])c1)c1ccc(NCCCN2CCOCC2)c([N+](=O)[O-])c1 | x | 5.2 | -1.4 | -2.0 | 102.0 | 103.8 | 102.0 | 101.0 | 101.0 | 103.0 | 103.0
CCOc1ccc(Nc2oc(-c3cccc(Cl)c3)nc2C#N)cc1 | -38.8 | -14.0 | -10.8 | -2.0 | 102.0 | 102.3 | 98.0 | 101.0 | 103.0 | 103.0 | 100.0
CCOC(=O)N1CCN(C(=O)Cc2ccsc2)CC1 | 8.0 | -14.1 | 4.2 | -1.0 | 106.0 | 100.4 | 105.0 | 101.0 | 108.0 | 105.0 | 105.0
CS(=O)(=O)N(CC(=O)Nc1ccccc1)Cc1ccc(Cl)cc1 | x | -13.6 | -5.7 | -1.0 | 106.0 | 99.7 | 103.0 | 98.0 | 100.0 | 105.0 | 103.0
Cc1ccc(N2C(=O)c3ccc(C(=O)N4CCN(c5ccc(C)c(C)c5)CC4)cc3C2=O)cc1 | x | 5.2 | -5.2 | 0.0 | 98.0 | 101.8 | 95.0 | 97.0 | 97.0 | 96.0 | 95.0
O=C(Cc1sc(Nc2ccccc2)nc1-c1ccccc1)NCc1ccccc1 | -4.1 | -1.5 | -9.5 | -5.0 | 98.0 | 101.7 | 100.0 | 97.0 | 103.0 | 102.0 | 99.0
COc1cc(CNCCc2ccc(S(N)(=O)=O)cc2)ccc1OCC(=O)NC1CCCCC1 | x | 2.9 | 17.3 | 0.0 | 101.0 | 99.5 | 100.0 | 101.0 | 96.0 | 101.0 | 100.0
Cc1cc2cc3c(cc2nc1SCC(=O)Nc1c(C)cccc1C)CCC3 | x | -162.6 | -8.7 | -4.0 | 106.0 | 97.1 | 105.0 | 100.0 | 99.0 | 102.0 | 103.0
Cc1cc(=O)n2nc(N3CCC(C(=O)NC4CCCc5ccccc54)CC3)sc2n1 (stereo not given) | x | 14.7 | -17.4 | 1.0 | 99.0 | 101.9 | 100.0 | 99.0 | 100.0 | 100.0 | 100.0
O=c1c2c3c(sc2nc2n1CCCC2)CCCCC3 | x | 2.5 | -15.9 | -2.0 | 98.0 | 91.7 | 99.0 | 98.0 | 103.0 | 99.0 | 101.0
O=C(COc1ccc(S(=O)(=O)N2CCCC2)cc1Cl)NC1CC1 | -9.1 | 8.7 | 95.2* | -1.0 | 105.0 | 98.2 | 102.0 | 100.0 | 100.0 | 104.0 | 102.0
COc1cc(NC(=O)c2ccccc2)c(OC)cc1NC(=O)CN1CCOCC1 | x | 12.1 | -47.3 | 0.0 | 101.0 | 105.5 | 100.0 | 100.0 | 97.0 | 103.0 | 98.0
COCCCn1c(SCC(=O)N2CC(=O)Nc3ccccc32)nnc1-c1ccoc1C | x | 24.0 | -10.1 | -1.0 | 100.0 | 99.9 | 99.0 | 97.0 | 101.0 | 102.0 | 99.0
O=C(CNC(=S)N(Cc1ccccc1Cl)C1CCCC1)NCCN1CCOCC1 | 13.3 | 1.2 | -29.1 | 1.0 | 102.0 | 100.2 | 96.0 | 96.0 | 95.0 | 100.0 | 97.0
CC1(C)CN(c2ccsc2C(=O)O)C1=O | x | 13.8 | 2.6 | -3.0 | 94.0 | 105.6 | 97.0 | 96.0 | 104.0 | 97.0 | 98.0
CN(Cc1ccccc1)CC(O)COc1ccc(CNCCOc2cccnc2)cc1 (stereo not given) | -7.7 | -2.5 | 5.5 | -2.0 | 98.0 | 100.2 | 99.0 | 95.0 | 102.0 | 101.0 | 98.0
COCCN(CCOC)CC(O)COC(c1ccccc1)c1ccccc1 (stereo not given) | x | 11.7 | -9.7 | 0.0 | 97.0 | 102.8 | 97.0 | 93.0 | 101.0 | 98.0 | 99.0
CCN(CC)C(=O)C1CCCN(c2ccc([N+](=O)[O-])cc2/C=N/NC(=O)c2cccc([N+](=O)[O-])c2)C1 (stereo not given) | x | 33.4 | 62.5* | 0.0 | 98.0 | 97.3 | 97.0 | 95.0 | 94.0 | 98.0 | 97.0
CC1CC2c3cccc(C(=O)O)c3C(=O)N2c2ccc(Cl)cc21 (stereo not given) | 17.1 | 17.8 | -11.2 | 6.0 | 94.0 | 98.0 | 99.0 | 94.0 | 101.0 | 97.0 | 97.0
CC(=O)c1cccc(NC(=O)CN(C)S(=O)(=O)c2ccccc2)c1 | x | 13.7 | -27.7 | -1.0 | 95.0 | 103.5 | 97.0 | 96.0 | 102.0 | 99.0 | 101.0
Cc1cccc(N2C(=O)C(O)=C(C(=O)c3cccs3)C2c2ccc(F)cc2)n1 (stereo not given) | -5.4 | 0.0 | -6.8 | 3.0 | 91.0 | 102.7 | 95.0 | 93.0 | 100.0 | 92.0 | 95.0
CCOc1ccc(C(C)C)cc1S(=O)(=O)n1nc(C)cc1C | -4.2 | -14.4 | -4.7 | -3.0 | 95.0 | 106.0 | 98.0 | 96.0 | 100.0 | 95.0 | 97.0
CCn1nc(C(=O)Nc2ccc(C)c(C)c2)c(Cl)c1Cl | -2.6 | -6.9 | 9.4 | -3.0 | 101.0 | 99.7 | 102.0 | 99.0 | 99.0 | 106.0 | 102.0
CCC(C)NC(=O)C1CC(c2ccc(OC)cc2)=NO1 (stereo not given) | -16.4 | -2.6 | -37.4 | 0.0 | 108.0 | 101.9 | 108.0 | 102.0 | 103.0 | 106.0 | 107.0
Cc1ccc2sc(C)[n+](CCC(C)S(=O)(=O)[O-])c2c1 (stereo not given) | -11.1 | 16.1 | -23.6 | -7.0 | 101.0 | 99.1 | 99.0 | 103.0 | 98.0 | 101.0 | 102.0
C/C(=N\NC(=O)c1ccccc1)c1ccc(C)c([N+](=O)[O-])c1 | -8.5 | 12.5 | -8.6 | -6.0 | 103.0 | 100.0 | 100.0 | 99.0 | 98.0 | 102.0 | 100.0
CCc1ccc(N(C(=O)c2ccco2)C(C(=O)NC2CCCC2)c2ccco2)cc1 (stereo not given) | 3.9 | -2.6 | -1.8 | -1.0 | 92.0 | 102.9 | 96.0 | 92.0 | 92.0 | 96.0 | 93.0
Cc1ccc(-n2nc(C(=O)O)c3ccccc3c2=O)cc1C | -18.0 | 12.1 | 21.9 | 0.0 | 102.0 | 99.6 | 97.0 | 97.0 | 98.0 | 100.0 | 96.0
COc1cccc(C(=O)/C=C/c2ccc(SC)cc2)c1 | x | 8.2 | -20.7 | 0.0 | 100.0 | 99.8 | 100.0 | 98.0 | 99.0 | 100.0 | 100.0
CC(=O)/C=C/c1ccc(C)o1 | -12.9 | 16.3 | -16.6 | 5.0 | 105.0 | 96.3 | 101.0 | 98.0 | 100.0 | 101.0 | 102.0
CC(=O)Nc1ccc(N=NN2CCOCC2)cc1 | -2.1 | 12.5 | 15.7 | 2.0 | 98.0 | 101.2 | 101.0 | 98.0 | 102.0 | 105.0 | 98.0
CCN(Cc1ccccc1)C(=O)COC(=O)c1cc(S(=O)(=O)Nc2c(C)n(C)n(-c3ccccc3)c2=O)ccc1C | 14.4 | 2.9 | -24.3 | 0.0 | 95.0 | 100.3 | 94.0 | 93.0 | 105.0 | 93.0 | 93.0

Taken from above.
Cc1ccc(N2C(=O)c3ccc(C(=O)N4CCN(c5ccc(C)c(C)c5)CC4)cc3C2=O)cc1 in Cdc42 wt is listed with 98.0
CCC(C)NC(=O)C1CC(c2ccc(OC)cc2)=NO1 (stereo not given) in Pf gametocyte is listed with -16.4

Additional entries follow:
SMILES | Pf gametocyte | Mcl1-Noxa inh | Mcl1 Bid PPI | Bim-Mcl-1 | Cdc42 wt | RGS8-Gao reg | HRas wt GTP bind | Rac1 mut GTP | Rab7 wt modul | Rac1 wt GTP bind | Rab2A wt mod
O=C(CN1CCCCCCC1)Nc1ccc(Cl)cc1Cl | -24.2 | -7.1 | -31.2 | 0.0 | 95.0 | 106.3 | 94.0 | 96.0 | 96.0 | 95.0 | 95.0
Cc1c(NC(=O)C(C)OC(=O)CCc2ccccc2)c(=O)n(-c2ccccc2)n1C (stereo not given) | x | 3.2 | -15.3 | -1.0 | 96.0 | 104.1 | 100.0 | 96.0 | 104.0 | 97.0 | 99.0
CC(C)CNC1=C(C(=S)Nc2ccccc2)C(=O)CC(C)(C)C1 | -14.7 | 14.5 | -39.6 | 3.0 | 98.0 | 96.0 | 97.0 | 98.0 | 94.0 | 103.0 | 96.0
COC(=O)c1cc(OC)c(OC)cc1NC(=O)CSc1nnnn1Cc1ccccc1 | 0.4 | 4.8 | -9.2 | -5.0 | 95.0 | 99.6 | 97.0 | 96.0 | 97.0 | 97.0 | 96.0
CCc1cc(=O)oc2cc(C)cc(OCc3nn[nH]n3)c12 | -1.6 | 17.5 | -7.7 | 0.0 | 95.0 | 97.9 | 97.0 | 94.0 | 100.0 | 95.0 | 94.0
CCC1(C)N=C(c2ccc3c(c2)OCO3)CC(c2ccccc2O)N1 (stereo not given) | 14.2 | x | -15.0 | -5.0 | 89.0 | 97.3 | 88.0 | 84.0 | 88.0 | 84.0 | 85.0
